Screening data: PubChem, Southern Research Specialized Biocontainment Screening Center
inhibitors of VEEV – inhibitors of VEEV TC-83 cytopathic effect, confirmation, Vero cells (AID 588727). Vero cells, VEEV TC-83 cytopathic effect inhibition; higher % means a stronger effect. inhibition, % at 20 µM, or IC50 in µM where a hit was titrated. 350,000 tested, 0.13% active; in the data active means a potency from the dose series; inconclusive means inhibition mostly from about 14% at the one dose, without a potency; inactive means the rest, 99 in 100 with inhibition below about 12%; further: strong numbers were not always called active
influenza NS1A – H1N1 influenza NS1A inhibitors, functional cell based assay (AID 504329). NS1A functional cell-based assay, percent inhibition; higher % means a stronger effect. inhibition, % at 12.5 µM; hits with a dose series show IC50 in µM. 340,000 tested, 0.3% active; in the data active means a potency from the dose series; inconclusive means inhibition above about 27% without an active follow-up result; further: strong numbers were not always called active
tuberculosis growth – growth inhibition of non-replicating M. tuberculosis (AID 488890). Mycobacterium tuberculosis non-replicating, growth inhibition; higher % means a stronger effect. one-dose inhibition, % at 25 µM; IC50 in µM for titrated hits. 320,000 tested, 0.39% active; in the data active means a potency from the dose series; inconclusive means inhibition mostly from about 82% at the one dose, without a potency; inactive means the rest, 99 in 100 with inhibition below about 76%;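 further: plate controls were DMSO cells for no effect and high antibiotic wells for full effect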
M. tuberculosis HTS – M. tuberculosis growth inhibition, HTS (AID 449762). 330,000 tested, 0.59% active. inhibition, % at 25 µM; hits with a dose series show IC50 in µM. M. tuberculosis H37Rv growth inhibition, 7H9 media; higher % means a stronger effect; in the data active means a potency from the dose series; inconclusive means inhibition above about 70% without an active follow-up result;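 further: bacterial growth assessed after seven days of incubation; strong numbers were not always called active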
Salmonella PhoP GFP – PhoP regulon inhibitors, Salmonella typhi PhoP promoter GFP reporter, confirmatory (AID 1850). Salmonella Typhi PhoP-promoter GFP reporter, fluorescence, 4 h; higher % means a stronger effect. inhibition, % at 50 µM; hits with a dose series show IC50 in µM. 310,000 tested, 0.33% active; in the data active means a potency from the dose series; inconclusive means inhibition mostly from about 25% at the one dose, without a potency; inactive means the rest, 99 in 100 with inhibition below about 19%;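 further: 0% = induced wells with vehicle and 100% = uninduced wells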
inhibitors of VEEV 10K pilot screen – also measured in inhibitors of VEEV; calls as there; inhibition, %; measured here: 10K pilot screen inhibition
The depositor's hits bear a star; i = inactive; u = inconclusive; x = no result given. Compounds as they come. Share with any hit: about 1.5%.

SMILES	inhibitors of VEEV	influenza NS1A	tuberculosis growth	M. tuberculosis HTS	Salmonella PhoP GFP	others
C/C(=N\Nc1ccc(F)cc1F)c1ccc(Br)s1	i	-4%	22%	u	1%
CCOc1ccccc1NC(=O)Cn1cnc2c(cnn2-c2ccc(C)c(C)c2)c1=O	4.5%	0%	-7%	-8%	-5%
COc1ccc(S(=O)(=O)N(CC(=O)Nc2ccc(S(=O)(=O)N3CCOCC3)cc2)Cc2ccc(F)cc2)cc1	0.2%	-2%	53%	-5%	0%	inhibitors of VEEV 10K pilot screen=5.3
O=C(Nc1ccc(F)cc1)Oc1ccccc1N1CCOCC1	i	0%	-8%	-3%	-20%
CCC(C)(C)NC(=O)C(c1ccc(C)cc1)N(CC1CCCO1)C(=O)c1csnn1 (centres undefined)	0.3%	4%	-7%	-3%	8%
CC(CCc1ccccc1)NC(=O)C(Cc1ccccc1)NS(=O)(=O)c1cccs1 (centres undefined)	i	1%	20%	-1%	-10%
COc1ccc(S(=O)(=O)NCc2ccccn2)cc1NC(=O)c1ccccc1	i	8%	-3%	-14%	8%
COc1cc(C(=O)n2nc(C)cc2C)ccc1O	0.4%	16%	6%	0%	-1%
O=C(Cn1nnc(-c2cccs2)n1)NCCc1ccccc1	0.8%	13%	-15%	1%	-8%
O=C(NCc1ccco1)NC(=O)c1csc([N+](=O)[O-])c1	i	1%	10%	2%	8%
O=C(Nc1ccc([N+](=O)[O-])cc1)Nc1ccc(N2CCOCC2)c2nonc12	u	20%	21%	6%	14%
COc1ccc(N2CCN(C(=O)C3CCN(C(=O)c4ccccc4Cl)CC3)CC2)cc1	i	8%	11%	3%	1%
CCc1nc2ccc(C(=O)N3CCN(c4cc(C)ccc4C)CC3)cc2nc1CC	2.6%	2%	41%	u	2%
O=C(Nc1ccncc1)c1c(F)c(F)c(F)c(F)c1F	3.5%	-7%	-5%	-10%	8%
CCn1c(SCC(=O)c2[nH]c(C)c(C(C)=O)c2C)nnc1-c1ccccc1	6.2%	8%	12%	-4%	2%	inhibitors of VEEV 10K pilot screen=3.6
CC(Oc1ccccc1)C(=O)NC1CCSc2ccccc21 (centres undefined)	0.5%	2%	-10%	6%	x
COc1ccc(C(=O)NCC(=O)NCC(=O)OCC(=O)c2ccc(Br)cc2)cc1	0.3%	-11%	-5%	8%	-13%
Cc1cc(C(=O)Nc2ccc(Br)cn2)sc1C	i	-14%	71%	12%	x
Cc1ccc(SCCNC(=O)c2ccc(C)c([N+](=O)[O-])c2)cc1	5.9%	-7%	23%	-1%	-2%
COc1ccc(-c2csc(NC(=O)c3ccoc3C)n2)cc1	1.2%	3%	-14%	-5%	14%
CCOc1cccc(-c2nnc3sc(-c4cccs4)nn23)c1	i	-7%	4%	-23%	-3%
CCCN(CCC)C(=O)/C=C/c1cccc([N+](=O)[O-])c1	0.1%	-11%	-8%	-2%	15%
N=c1ccn(Cc2ccc(Cl)cc2)cc1	i	-23%	-6%	-3%	6%
CCOC(=O)c1[nH]c2ccccc2c1NC(=S)Nc1ccccc1C	3.1%	9%	x	-10%	-1%
O=S(=O)(c1ccccc1)N1CN(Cc2ccc(F)cc2)c2nc3ccccc3nc21	0.5%	-8%	4%	4%	2%

New compounds follow:
SMILES	inhibitors of VEEV	influenza NS1A	tuberculosis growth	M. tuberculosis HTS	Salmonella PhoP GFP	others
O=C1CCCN2N=C(SCC(=O)Nc3ccccc3C(F)(F)F)SC2=N1	6.4%	-8%	-4%	-3%	-1%
Nc1cc(=O)[nH]c(SCC(=O)Nc2ccccc2-c2ccccc2)n1	1.4%	0%	16%	u	10%
O=C(Nc1ccc(Br)cc1)Nc1cnccn1	0.6%	-5%	x	x	x
CC(OC(=O)c1ccc(NS(=O)(=O)c2cccs2)cc1)C(=O)N(C)C1CCCCC1 (centres undefined)	5.2%	-10%	14%	3%	-9%
COC(=O)c1sc(SC)c2c1CC(C)(C)C/C2=N/O	1.4%	1%	-1%	-4%	1%
CC1CCC2(CC1)NC(=O)N(CC(=O)Nc1cccc(S(=O)(=O)N3CCCCC3)c1)C2=O (centres undefined)	i	-2%	11%	-7%	x
CCOC(=O)C1=C(COC(=O)COc2ccc(OCC)cc2)NC(=O)NC1C (centres undefined)	2.0%	-5%	5%	4%	-8%
CN1CCN(C(=O)CCCOc2ccc(Cl)cc2Cl)CC1	i	0%	9%	-3%	18%
O=C(Nc1nccs1)c1ccccc1Br	i	-5%	18%	-1%	2%
CC1CCN(C(=O)CSc2ccc(-c3cccnc3)nn2)CC1	0.7%	28%	-3%	-10%	0%
Cc1cc(C(=O)COC(=O)C2=NN(c3ccccc3)C(=O)CC2)c(C)n1CC(F)(F)F	i	-1%	-1%	2%	4%
COc1cc(/C=C/C(=O)O)cc(S(=O)(=O)N2CCN(S(=O)(=O)c3ccc(Cl)cc3)CC2)c1OC	1.8%	-1%	-10%	5%	4%
N#C/C(=C\c1ccccc1)C(=O)Nc1ccccn1	i	-10%	-21%	-5%	-7%
COc1ccc(S(=O)(=O)N2CCN(C(=O)c3cc4c(s3)CCCC4)CC2)cc1	i	-1%	49%	2%	x
O=C(NCCc1ccccc1)C(=O)N/N=C/c1ccccc1C(F)(F)F	1.0%	10%	4%	-15%	1%
COc1ccc(C(=O)CN2C(=O)NC3(CCCc4ccccc43)C2=O)cc1OC (centres undefined)	1.1%	19%	11%	-8%	-6%
Cc1ccccc1NS(=O)(=O)c1cc(C(=O)N2CCCC2)ccc1C	3.2%	24%	-9%	3%	-9%
CN(C(=O)CO/N=C/c1ccc(OC(F)F)cc1)C1CCS(=O)(=O)C1 (centres undefined)	0.4%	4%	-15%	-6%	6%
CCOC(=O)CN1C(=O)S/C(=C/c2cc(C)n(-c3ccccn3)c2C)C1=O	i	5%	-4%	-1%	2%
Cc1nnc(C)n1/N=C/c1cccc(Oc2ccccc2)c1	0.4%	23%	46%	6%	3%
COc1ccc(/C(O)=C2/C(=O)C(=O)N(CCCN(C)C)C2c2ccc(Cl)cc2)cc1OC (centres undefined)	1.0%	-19%	-7%	0%	3%
Cc1ccc(CCC(=O)Nc2ccc([N+](=O)[O-])cc2Cl)o1	1.0%	3%	x	5%	-3%
Cc1ccc(NC(=O)COc2ccc(S(=O)(=O)N3CCOCC3)cc2)cc1	i	-2%	-11%	1%	-2%
Cc1cc2c(ncn2C(C)C)c(N)c1C	2.5%	6%	8%	-4%	-1%
Cc1noc(C)c1C(=O)OCC(=O)NCCc1ccc(Cl)cc1	2.6%	3%	-2%	-9%	3%

(list continues)
SMILES	inhibitors of VEEV	influenza NS1A	tuberculosis growth	M. tuberculosis HTS	Salmonella PhoP GFP	others
COCCN(C(=O)COC(=O)/C=C/c1ccc2ccccc2n1)c1c(N)n(Cc2ccccc2)c(=O)[nH]c1=O	6.3%	-3%	57%	21%	20%
O=C(O)CCC(=O)N1CCc2cc(S(=O)(=O)NCCc3ccc(Cl)cc3)ccc21	2.0%	0%	-15%	-1%	6%
O=S(=O)(/C=C/c1ccccc1)N1CCc2ccccc2C1	i	-9%	4%	10%	2%
CC1Cc2ccccc2N1C(=O)CSc1nnnn1C (centres undefined)	1.7%	3%	x	-7%	5%
CCc1[nH]nc(C(=O)N2CCCC(Nc3cccc(F)c3)C2)c1C (centres undefined)	3.2%	-9%	6%	-7%	-6%
C=CCN(CC=C)CCOc1ccccc1[N+](=O)[O-]	i	8%	-18%	2%	-6%
COc1ccccc1N1CC(C(=O)NCCC2=CCCCC2)CC1=O (centres undefined)	0.3%	-4%	-6%	-10%	x
O=C(CCCN1C(=O)/C(=C\c2cccs2)SC1=S)Nc1cccc(C(=O)O)c1	6.7%	5%	14%	11%	3%
O=C(c1ccc2c(c1)OCO2)N1CCN(S(=O)(=O)c2ccc(Cl)cc2)CC1	i	6%	15%	8%	-8%
CC(=O)c1c(C)oc2ccc(N(C(C)=O)S(=O)(=O)c3ccc(F)cc3C)cc12	3.2%	-3%	-5%	-11%	-8%
COc1ccc(CC(=O)NNS(=O)(=O)c2ccc([N+](=O)[O-])cc2)cc1OC	0.6%	-2%	3%	11%	0%
COc1ccccc1CC(=O)Nc1ccc(C(=O)N2CCCCC2)cc1	2.3%	-5%	5%	10%	-4%
O=C1NC(=O)C(CCc2ccccn2)(Cc2ccc3c(c2)OCO3)C(=O)N1CCc1ccccc1 (centres undefined)	i	2%	17%	1%	9%	inhibitors of VEEV 10K pilot screen=6.8
S=C1NC2(CCCCC2)N=C1c1ccccc1	i	-4%	-29%	1%	-2%
O=C(CSc1nc2c(c(=O)n1-c1ccc(F)cc1)SCC2)N1CCCC1	1.8%	-12%	2%	5%	11%
NC(=O)NNc1ncc(C(F)(F)F)cc1Cl	0.8%	6%	-23%	6%	-8%
O=S1(=O)c2ccccc2N=NN1Cc1cc(Cl)cc(Cl)c1	x	x	10%	1%	7%
Cc1nc(Sc2ccccc2)c(C#N)cc1-c1ccccc1	i	-3%	9%	-6%	-6%
C=C1CCN([C@@H](Cc2ccccc2)C(=O)NCc2ccc(Cl)cc2)S(=O)(=O)c2ccccc21	1.7%	-17%	9%	1%	-11%
C[C@H](NC(=O)c1cc2cc(Cl)ccc2n1C)C(=O)N[C@@H](Cc1ccccc1)C(=O)O	i	-1%	-8%	-2%	0%
O=C(c1n[nH]c2ccccc12)N1CCN(c2ccc(F)cc2)CC1	1.7%	4%	6%	-1%	-7%
COc1ccccc1NS(=O)(=O)c1ccc(/C=C/C(=O)O)cc1	3.4%	-10%	-8%	-2%	3%
COc1ccc(-c2ccc(OC)cc2)cc1	i	3%	x	-5%	1%
O=C(c1nsc(Cl)c1Cl)N1CCCCC1	0.8%	2%	-7%	-10%	-1%
CC(=O)Nc1ccc(S(=O)(=O)N2CCN(S(=O)(=O)c3ccccc3)CC2)cc1	i	1%	-18%	3%	0%

The final 3 compounds of the section before are carried over, then new ones follow:
SMILES	inhibitors of VEEV	influenza NS1A	tuberculosis growth	M. tuberculosis HTS	Salmonella PhoP GFP	others
COc1ccc(-c2ccc(OC)cc2)cc1	i	3%	x	-5%	1%
O=C(c1nsc(Cl)c1Cl)N1CCCCC1	0.8%	2%	-7%	-10%	-1%
CC(=O)Nc1ccc(S(=O)(=O)N2CCN(S(=O)(=O)c3ccccc3)CC2)cc1	i	1%	-18%	3%	0%
Cc1cc(C(=O)N2CCCC(C(=O)c3cccc(C(F)(F)F)c3)C2)n[nH]1 (centres undefined)	0.0%	-7%	5%	-3%	-14%
Cc1ccc2c(c1)N(CC(=O)N1CCCCC1)C(=O)CO2	0.2%	8%	-3%	-1%	-7%
CCOc1ccc(CCNC(=O)CCS(=O)(=O)c2ccc(Cl)cc2)cc1OCC	2.0%	-4%	39%	-3%	-2%
CCCOc1ccccc1N1C(=O)CC(N2CCOCC2)C1=O (centres undefined)	i	-9%	69%	0%	-2%
CCCC(=O)Nc1ccccc1NC(=O)c1ccc2c(c1)OCO2	0.6%	-4%	15%	6%	-6%
CC(CCO)Nc1nc2c(c(=O)n(C)c(=O)n2C)n1Cc1cccc(Br)c1 (centres undefined)	0.6%	1%	5%	-8%	-7%
CN1C(=O)/C(=C\c2ccccc2F)Sc2ccc(C(=O)NC3CCN(Cc4ccccc4)CC3)cc21	2.6%	9%	u	u	-18%
CCOC(=O)C1=C(c2cccc(F)c2)NC(=S)NC1C (centres undefined)	9.0%	3%	6%	-9%	-6%
Cc1ccc(-c2nnn(CC(=O)N(c3ccccc3)C(C(=O)NC(C)(C)C)c3cccs3)n2)o1 (centres undefined)	2.0%	5%	-6%	-4%	-2%
COc1ccccc1CCNC(=O)c1cc(C2CC2)nc2c1cnn2C(C)C	12%	-20%	x	x	x
Cc1ccc(C)c(N=C2CCCN2Cc2ccccc2)c1C#N	i	2%	18%	6%	16%

Random excerpt: 6 compounds from above.
SMILES	inhibitors of VEEV	influenza NS1A	tuberculosis growth	M. tuberculosis HTS	Salmonella PhoP GFP	others
CN1C(=O)/C(=C\c2ccccc2F)Sc2ccc(C(=O)NC3CCN(Cc4ccccc4)CC3)cc21	2.6%	9%	u	u	-18%
COc1ccccc1CCNC(=O)c1cc(C2CC2)nc2c1cnn2C(C)C	12%	-20%	x	x	x
CCOC(=O)C1=C(c2cccc(F)c2)NC(=S)NC1C (centres undefined)	9.0%	3%	6%	-9%	-6%
CC(CCO)Nc1nc2c(c(=O)n(C)c(=O)n2C)n1Cc1cccc(Br)c1 (centres undefined)	0.6%	1%	5%	-8%	-7%
CCCC(=O)Nc1ccccc1NC(=O)c1ccc2c(c1)OCO2	0.6%	-4%	15%	6%	-6%
Cc1ccc2c(c1)N(CC(=O)N1CCCCC1)C(=O)CO2	0.2%	8%	-3%	-1%	-7%
